TEAD-YAP block: TEAD-YAP interaction inhibition; HEK-TIYL cells, TEAD-Gal4/YAP UAS-luciferase luminescence; inhibition, % at 9.12 µM; AID 1259422; actives 1.4% (n = 640,000); in the data active = inhibition above about 32%;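 note: 0% = median of test compound wells and 100% = reference inhibitor wells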
MITF primary: blocks human microphthalmia-associated transcription factor. O75030. AlphaScreen MITF homodimerization, bead proximity signal. AID 1259374. actives 0.91% (n = 650,000). inhibition, % at 2.6 µM; in the data active = inhibition above about 50%;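 note: 0% = vehicle wells with protein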
FBW7 activator: activators of human E3 ligase FBW7; Q969H0; AlphaScreen FBW7–phospho-cyclin E peptide binding, activator screen; normalized activity (activation), % at 26.1 µM; actives 0.13% (n = 650,000); AID 1259310; in the data active = normalized activity above about 1.9%;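 note: purified mutant Fbw7 with reduced substrate affinity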
GPR151 ag: human GPR151 activation; activation, % at 11.2 µM; actives 1% (n = 650,000); PathHunter beta-arrestin GPR151 cells, luminescence; Q8TDV0; in the data active = activation above about 4.9%;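 note: 0% = median of compound wells and 100% = cells with positive control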
The depositor's hits bear a star. An unsorted share of the library; any-hit rate near 3.4%.

SMILES	TEAD-YAP block	MITF primary	FBW7 activator	GPR151 ag
COC(=O)c1cc(C23CC4CC(CC(C4)C2)C3)ccc1O	-2	-4	0.0	-0.9
CC(=O)c1ccc(NC(=O)COc2cc(C)ccc2C)cc1	-5	4	-0.2	-1.0
O=c1c(NCc2ccco2)c(-c2ccccc2)c1=O	4	8	0.6	2.5
CC(CCO)Nc1nc2c(c(=O)n(C)c(=O)n2C)n1Cc1ccccc1Cl (stereo not given)	-6	6	0.3	1.6
O=C(Nc1ccc2[nH]ncc2c1)[C@@H]1CCCN1C(=O)[C@H](O)c1ccccc1Cl	12	-5	0.2	-1.0
COc1ccc(C2N(c3ccc(Cl)cc3)CCN2c2ccc(Cl)cc2)cc1Br	-11	2	-0.1	-0.3
Cc1cccc(NC(=O)c2cc([N+](=O)[O-])ccc2NCc2ccco2)c1	1	16	-0.1	-0.9
Cc1ccc(C)n1-n1c(C)nc2sc3c(c2c1=O)CCCC3	2	2	-0.3	0.8
OC(COCc1ccccc1)Cn1c2ccccc2c2ccccc21 (stereo not given)	9	4	-0.1	0.3
O=C(c1ccc2c(c1)OCO2)C1CCCN(S(=O)(=O)Cc2ccccc2)C1 (stereo not given)	1	5	0.3	0.0
Cc1ccccc1-c1nnc(SCC(=O)Nc2ccc(C(=O)O)cc2)n1C	7	4	-0.3	-1.2
CSc1ncccc1C(=O)Nc1ccc2c(C)cc(=O)oc2c1	-5	-6	0.0	1.3
O=C(Nc1cccc(O)c1)c1cc(-c2ccc3c(c2)OCO3)on1	97*	-1	-0.1	-5.5
COc1cccc(COC(=O)c2nc3nc(C)cc(C)n3n2)c1	1	-1	0.0	-1.1
COc1cccc(C2CC(C(F)(F)F)n3ncc(C(=O)Nc4ccc(C#N)cc4)c3N2)c1 (stereo not given)	2	14	0.3	1.7
COc1ccc(OC)c(NC(=O)c2c(N)sc3c2CCCCC3)c1	9	6	-0.1	0.3
COC(=O)c1c(OCC2CCCCO2)cc(=O)n2c1CCN(Cc1ccc(C)cc1)CC2 (stereo not given)	-8	10	0.2	2.3
CC(=O)Nc1ccc(N2C(=O)CC(N3CCN(c4ccccc4F)CC3)C2=O)cc1 (stereo not given)	6	2	0.1	0.9
CCOC(=O)C1CCN(c2c(Nc3ccc(C(C)C)cc3)c(=O)c2=O)CC1	-1	2	-0.1	1.5
O=C(CSc1nnc(-c2cccs2)n1CC1CCCO1)NNC(=O)c1cccs1 (stereo not given)	-4	1	0.1	0.1
CC(C)C(=O)OCCN1C(=O)c2cccc3c(N4CCOCC4)ccc(c23)C1=O	-5	0	0.3	6.6*
CCOC(=O)c1c(NC(=O)CSC(=O)c2ccccc2)sc2c1CCCC2	-3	-11	0.0	0.0
O=C(N1CCN(c2ccccc2)CC1)C(F)(F)C(F)F	5	1	0.0	1.3
COc1ccc(-n2c(=O)[nH]c3nc(-c4ccncc4)cnc32)c(C)c1	-2	10	0.4	-0.9
CC(C)C(=O)Nc1nnc(S(=O)(=O)N2CCCCCC2)s1	-2	2	0.1	1.2
CC(=O)CC(=O)Nc1ccccc1C(C)C	-4	1	0.3	0.6
CC(=O)Nc1cc(CNC2CCc3ccccc3C2)cc(C(=O)N2CCN(C)CC2)c1 (stereo not given)	1	4	0.0	1.6
CCOC(=O)c1ccc(NC(=O)CSCCC(=O)O)cc1	-5	-6	-0.1	-2.0
COc1ccc(OCC(O)Cn2c(NCCCn3ccnc3)nc3c2c(=O)n(C)c(=O)n3C)cc1 (stereo not given)	7	10	0.1	-0.5
COc1ccc(NC(=O)NCCNc2ccc(C)nn2)cc1Cl	4	7	0.8	-1.4
Cc1cc(C)cc(N2C(=O)c3nccnc3C2=O)c1	-9	22	0.8	-1.4
CCCc1ccc(OCC(=O)Nc2sc(C)c(C)c2C(=O)OC(C)C)cc1	4	-11	-0.1	1.4
Cc1ccc(C(=O)N[C@H]2C[C@H]3C(=O)N[C@@H](Cc4c[nH]c5ccccc45)C(=O)N3C2)cc1F	-1	-24	-0.1	-0.5
COc1cc(OC)cc(C(=O)NC(C)C23CC4CC(CC(C4)C2)C3)c1 (stereo not given)	2	1	0.2	-1.3
CC(C)n1c(SCc2ccccc2F)nc2c1c(=O)n(C)c(=O)n2C	-17	-7	0.0	1.4
COc1cc(C2C(C#N)=C(SC)NC3=C2C(=O)CCC3)ccc1O (stereo not given)	18	7	0.0	0.5
CCN(CC)c1nc(NCCc2ccc(OC)cc2)nc(N2CCc3ccccc3C2)n1	7	13	-0.1	0.3
O=C(/C=C/c1ccc2c(c1)OCO2)Nc1ccc([N+](=O)[O-])cc1Cl	3	-19	0.0	2.8
C=CCSc1nnc(C2CCCN(Cc3ccc(OC)c(OC)c3)C2)n1C (stereo not given)	6	3	0.0	-0.8
CC(C)c1ccc(NC(=O)C2CCN(C(=O)N3CCOc4ccccc43)CC2)cc1	2	-2	-0.1	-1.4

Filtered by structure, the compounds so far containing four or more nitrogen atoms (16)
SMILES	TEAD-YAP block	MITF primary	FBW7 activator	GPR151 ag
CC(CCO)Nc1nc2c(c(=O)n(C)c(=O)n2C)n1Cc1ccccc1Cl (stereo not given)	-6	6	0.3	1.6
O=C(Nc1ccc2[nH]ncc2c1)[C@@H]1CCCN1C(=O)[C@H](O)c1ccccc1Cl	12	-5	0.2	-1.0
Cc1ccccc1-c1nnc(SCC(=O)Nc2ccc(C(=O)O)cc2)n1C	7	4	-0.3	-1.2
COc1cccc(COC(=O)c2nc3nc(C)cc(C)n3n2)c1	1	-1	0.0	-1.1
COc1cccc(C2CC(C(F)(F)F)n3ncc(C(=O)Nc4ccc(C#N)cc4)c3N2)c1 (stereo not given)	2	14	0.3	1.7
CC(=O)Nc1ccc(N2C(=O)CC(N3CCN(c4ccccc4F)CC3)C2=O)cc1 (stereo not given)	6	2	0.1	0.9
O=C(CSc1nnc(-c2cccs2)n1CC1CCCO1)NNC(=O)c1cccs1 (stereo not given)	-4	1	0.1	0.1
COc1ccc(-n2c(=O)[nH]c3nc(-c4ccncc4)cnc32)c(C)c1	-2	10	0.4	-0.9
CC(C)C(=O)Nc1nnc(S(=O)(=O)N2CCCCCC2)s1	-2	2	0.1	1.2
CC(=O)Nc1cc(CNC2CCc3ccccc3C2)cc(C(=O)N2CCN(C)CC2)c1 (stereo not given)	1	4	0.0	1.6
COc1ccc(OCC(O)Cn2c(NCCCn3ccnc3)nc3c2c(=O)n(C)c(=O)n3C)cc1 (stereo not given)	7	10	0.1	-0.5
COc1ccc(NC(=O)NCCNc2ccc(C)nn2)cc1Cl	4	7	0.8	-1.4
Cc1ccc(C(=O)N[C@H]2C[C@H]3C(=O)N[C@@H](Cc4c[nH]c5ccccc45)C(=O)N3C2)cc1F	-1	-24	-0.1	-0.5
CC(C)n1c(SCc2ccccc2F)nc2c1c(=O)n(C)c(=O)n2C	-17	-7	0.0	1.4
CCN(CC)c1nc(NCCc2ccc(OC)cc2)nc(N2CCc3ccccc3C2)n1	7	13	-0.1	0.3
C=CCSc1nnc(C2CCCN(Cc3ccc(OC)c(OC)c3)C2)n1C (stereo not given)	6	3	0.0	-0.8

Going on with the list:
SMILES	TEAD-YAP block	MITF primary	FBW7 activator	GPR151 ag
COc1cc(OC)cc(C(=O)ON=C2C=CC(=O)C=C2)c1	-23	3	-0.1	0.2
CCCNC(=O)c1oc2ccc3c(c2c1C)C(=O)CC(C)(CC)O3 (stereo not given)	-44	0	-0.2	-1.3
CC(C)CCNC(=O)C(=O)NCC1OCCCN1S(=O)(=O)c1ccccc1 (stereo not given)	0	-4	-0.1	-0.6
Cc1ccc(Cn2c(SCC(=O)NC3CCCC3)nc3c2c(=O)n(C)c(=O)n3C)cc1	-2	-14	0.1	1.2
Cc1csc(C(C)N(C)C(=O)CC2(c3ccccc3Cl)CC(=O)N(C)C2=O)n1 (stereo not given)	4	5	0.0	0.7
COc1ccccc1N1C(=O)c2ccc(C(=O)OC(C)C(=O)c3ccc(C)cc3)cc2C1=O (stereo not given)	0	3	-0.1	0.1
O=C(NCc1cccs1)c1ccc(-n2c(=S)[nH]c3ccccc3c2=O)cc1	2	7	0.2	0.3
CSc1nc2ccc(NC(=O)CSc3nnc(-c4ccccc4)n3-c3ccccc3)cc2s1	4	-4	0.0	-0.4
CC1CCCCN1C(=O)N1c2ccccc2Sc2ccccc21 (stereo not given)	0	2	-0.1	1.6
Cc1ccc2cc(CN(CCc3ccccc3)C(=O)C3CC3)c3nnnn3c2c1	-6	-10	0.1	-0.4
COC(=O)CCCNc1nc(CN(C)Cc2nc3ccccc3s2)nc2ccccc12	-7	-3	-0.8	-1.1
COc1cc(-c2cn[nH]c2)ccc1NC(=O)N(CCN(C)C)Cc1cccc(Cl)c1	-5	7	0.0	-0.4
Cc1ccc2nc(Nc3nc(CSc4nc5ccccc5s4)cc(=O)[nH]3)nc(C)c2c1	-5	1	0.5	1.2
COc1ccc(C(=O)Nc2nc3n(n2)C(c2ccccc2)CC(=O)N3)cc1 (stereo not given)	-7	-10	0.3	2.4
Nc1ccccc1Nc1cc(-c2ccccc2)[nH]n1	-17	-6	-0.1	0.4
O=C(Cc1ccc(Cl)cc1)NC1CCN(Cc2ccccc2)CC1	0	7	0.4	0.5
NNC(=O)c1sc(-c2ccc(F)cc2)cc1N	-29	22	0.1	-2.1
COc1ccc(C(=O)Nc2nc3c(Cl)cccc3s2)c(OC)c1	78*	-17	-0.1	0.9
CC(=O)c1sc(=Nc2ccccc2Cl)n(CCCN2CCOCC2)c1C	0	-1	-0.4	-0.4
CCOC(=O)CN1C(=O)C2C3c4ccccc4C(c4ccccc43)C2C1=O (stereo not given)	5	7	-0.1	0.1
N=c1n(CCO)c2ccccc2n1Cc1ccc(Cl)cc1	3	-7	0.0	-1.2
COc1ccc(C(=O)NCC(=O)OCC(=O)N(C)CCC#N)cc1	2	13	0.1	2.0
c1nc2n(n1)C1=C(CCCCC1)C1(CCCCCC1)N2	6	8	0.2	-0.8
COc1cccc(-n2c(SCC(=O)Nc3cccc(O)c3)nnc2-c2cccnc2)c1	-16	6	-0.1	-1.4
CCN1CCN(Cc2c(O)ccc3c(C)cc(=O)oc23)CC1	6	3	0.0	0.4
O=S(=O)(c1ccccc1)n1nccc1-c1ccccc1	1	-23	0.3	-0.6
CN1CCN(C(c2ccccc2)c2nnnn2Cc2ccccc2)CC1 (stereo not given)	-8	-6	-0.1	-0.2
C[C@H]1NC(=O)[C@@H]2C[C@H](NC(=O)Nc3cc(Cl)ccc3Cl)CN2C1=O	-2	16	0.3	0.0
COc1ccc(C2CC(=O)C3=C(C2)NC(C)=C(C(=O)OC(C)C)C3c2ccc(F)cc2)cc1OC (stereo not given)	42*	-14	0.1	-0.1
Cc1cccc(-n2c(SCC(=O)N3CCCc4ccccc43)nc3n[nH]c(C)c3c2=N)c1	0	0	0.0	0.2
COc1ccc(/C=C2/Sc3ccccc3NC2=O)cc1Br	-31	3	0.0	-0.7
CCOC(=O)N1CCN(C(=O)c2sc3nc(C)n(C)c(=O)c3c2C)CC1	1	4	0.0	0.9
CCOc1ccc(NC(=O)NCC2CCN(C(C)c3ccccc3)C2)cc1 (stereo not given)	-3	-4	-0.1	-0.2
O=S(=O)(CCOc1ccccc1)N(CCOc1ccccc1)C1CCCCC1	7	8	0.1	0.1
COc1cccc(/C=C/C(=O)OCc2nnc(-c3ccc(Cl)cc3)o2)c1	-3	8	0.1	-0.2
COc1ccc(-c2csc(=Nc3ccccc3)n2Nc2ccccc2)cc1	-25	4	-0.1	-1.6
N#C/C(=C\c1cccc(Br)c1)C(=O)N1CCCC1	-2	-3	0.0	-0.4
Cc1ccccc1-n1c(SCC2OCCO2)nc2c(sc(=S)n2-c2ccccc2C)c1=O	-5	-5	-0.1	1.9
O=C(c1cnn2cccnc12)N1CCn2cc(C(F)(F)F)nc2C1	-5	2	-0.1	0.7
CC(=O)Nc1sc2c(c1CN1CCCC1)CCCC2	-2	-5	0.0	-0.2
Cc1ccc(S(=O)(=O)NCC(=O)OC(C(=O)c2ccccc2)c2ccccc2)cc1 (stereo not given)	2	-2	-0.1	1.9
CN(C)C(=O)CCSc1nc(-c2ccc(Br)cc2)cs1	-11	6	0.0	-1.3
O=C(NCCc1c[nH]c2ccccc12)c1cc(-c2ccc(F)cc2)c[nH]1	-4	28	0.1	-0.4
O=C(NCc1ccccc1)c1ccc(CN2CCc3ccccc3C2)cc1	8	3	-0.1	0.6
O=C(Nc1cccc2ncccc12)c1csc2c1CCCC2	-6	8	0.0	-0.5
CC(=O)N(C)c1ccc(NC(=O)COc2cc(C)c(Cl)c(C)c2)cc1	-1	-3	-0.2	-1.5
CC[C@H](Cn1nc(-c2cccs2)ccc1=O)NC(=O)CCn1ncc2ccccc21	7	-2	0.1	-0.1
COc1ccc([N+](=O)[O-])cc1C1=N/C(=C/c2ccccc2C(F)(F)F)C(=O)O1	7	5	-0.1	2.3
CCSc1nc2ccccc2n1CCOc1ccccc1	-49	1	0.4	0.5
COc1ccc(C(=O)NC(=S)Nc2c(C)n(C)n(-c3ccccc3)c2=O)cc1	26	-5	-0.1	0.2
O=C(CCC(=O)N(CC(=O)NC1CCCC1)CC1CCCO1)Nc1nccs1 (stereo not given)	10	-1	-0.1	-0.7
COc1ccc(C2(O)CSC3=C(C#N)C(c4ccccc4F)CC(=O)N32)cc1 (stereo not given)	-51	-8	0.6	0.8
